From PubChem BioAssay
PTHR1 agonist: activates the human parathyroid hormone receptor PTHR1; Q03431; HEK293 GP2 PTHR1 cells, GloSensor cAMP luminescence, 1 h; Potency, µM (doses to about 115 µM), without a hit: at the top dose activation, usual class: activators; 410,000 tested, 0.075% active; further: potency means the concentration at half of the fitted maximal effect; nearly all actives have a fitted effect of over 55% in size; some results filed as inactive show a strong effect at the top dose; inactives centre near -15; many of its hits are not listed in these tables
Target sequence (Q03431 whole entry, looked up): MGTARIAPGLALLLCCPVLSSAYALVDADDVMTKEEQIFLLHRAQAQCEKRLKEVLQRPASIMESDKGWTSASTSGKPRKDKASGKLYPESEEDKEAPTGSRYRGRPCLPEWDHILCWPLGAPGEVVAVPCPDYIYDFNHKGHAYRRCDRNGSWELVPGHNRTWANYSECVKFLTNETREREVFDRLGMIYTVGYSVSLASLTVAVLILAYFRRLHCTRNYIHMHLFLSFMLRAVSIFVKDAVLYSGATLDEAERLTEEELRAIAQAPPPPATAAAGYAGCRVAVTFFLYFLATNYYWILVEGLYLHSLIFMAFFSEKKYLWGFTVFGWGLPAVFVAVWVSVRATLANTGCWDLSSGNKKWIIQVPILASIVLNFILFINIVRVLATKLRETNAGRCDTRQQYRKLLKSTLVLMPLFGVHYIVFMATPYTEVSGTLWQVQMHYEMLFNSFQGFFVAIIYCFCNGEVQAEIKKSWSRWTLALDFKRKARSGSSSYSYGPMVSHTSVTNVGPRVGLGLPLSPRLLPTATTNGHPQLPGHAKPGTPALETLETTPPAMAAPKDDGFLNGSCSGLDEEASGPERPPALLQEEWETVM
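HEK-293-derived GP2 cells expressing PTHR1 and a GloSensor cAMP reporter, 3,000/well, plated overnight, given luciferin plus IBMX (each 0.5 mM as added) for 1 h at 37 °C, then compound for 1 h at 37 °C. Luminescence was read after 15 min at room temperature.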
FUS yeast rescue: suppressors of FUS proteinopathy in yeast; S. cerevisiae FUS-expressing, growth rescue, OD600, 24 h; Potency, µM (series often up to 76.6 µM), for the others: top-dose growth rescue (activation), actives largely listed as activators; 390,000 tested, 0.24% active; AID 1347120;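 further: potency means the concentration at half of the fitted maximal effect; plate controls were DMSO vehicle for no effect and reference control for full effect; nearly all actives have a fitted effect of over 55% in size; some results filed as inactive show a strong effect at the top dose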
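Yeast FUS proteinopathy model; galactose-induced FUS (2%), starting OD 0.005. Cpds in dilution series, 24hr, 30C, 99% humidity. Abs 600 nm growth. Pos ctrl CP55940 (top 92uM final); neg ctrl DMSO.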
TDP-43 yeast inh: rescues yeast growth from TDP-43 toxicity; Potency, µM (highest dose often 46.1 µM), without a hit: at the highest dose growth rescue (activation), most hits filed as activators; TDP-43 expressing yeast growth rescue, BacTiter-Glo, 24 h; AID 652104; 410,000 tested, 1.8% active; further: potency means the concentration at half of the fitted maximal effect; % of control where 0% means no effect; nearly all actives have a fitted effect of over 50% in size
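Readout is BacTiter-Glo luminescence of cell growth, so inhibitors register as activators. TDP-43-expressing yeast at OD600=0.02 in galactose medium, after raffinose pregrowth to mid-log, were incubated with compound for 24 hr at 30 deg C.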
pAkt inh: inhibitors of Akt phosphorylation | Neuro2A IGF-stimulated pAkt S473 HTRF, 20 min; stronger effect = lower value | activity change, % for hits at 50 µM | 360,000 tested, 0.32% active | AID 651550; in the data active means activity change below about -80%; inconclusive means mostly about -51% to -80%; further: on the % scale 0 is the no-effect control and ±100 the full control effect
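Single-point screen (50 µM final compound) in Neuro2A cells stimulated 20 min with 6 nM IGF at 37 deg C. After lysis, Ser473-phosphorylated Akt read by HTRF (ex 330 nm, em 615/665 nm) as the 665/615 ratio.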
GLP1R inv ag: acts as inverse agonist at human GLP-1 receptor | 410,000 tested, 1.6% active | P43220 | AID 624417 | Potency, µM (top dose mostly 38.3 µM), inactives show at the top dose activity change, negative = inhibition, hits mostly inhibitors | HEK293 GLP-1R CRE-luciferase, luminescence, 24 h; GLP-1R form is constitutively active; further: potency means the concentration at half of the fitted maximal effect; on the % scale 0 is the no-effect control and ±100 the full control effect; nearly all actives have a fitted effect of over 55% in size
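qHTS in 1536-well format: reporter HEK293 cells expressing constitutive GLP-1R activity in DMEM + 10% Nu serum, 24 hr with compounds at 37 deg C, luminescence read after 12 min with detection reagent.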
GLP1R ag: GLP-1 receptor (human) agonism; Potency, µM (top dose mostly 45.6 µM), for the others: at the top dose activation, usual class: activators; HEK293 GLP-1R CRE-luciferase, luminescence, 4-6 h; cells express a hypersensitive GLP-1R form; 380,000 tested, 0.007% active; AID 624172; further: potency means the concentration at half of the fitted maximal effect; % of control where 0% means no effect
D3 antag: D3 dopamine receptor (human) antagonism | D3R cells, DiscoveRx beta-arrestin luminescence, antagonist mode; stronger effect = lower value | P35462 | max response, negative = inhibition, % | AID 652054 | 360,000 tested, 2.5% active; in the data active means max response below about -50%; inconclusive means no clear call, values can overlap the other calls; further: on the % scale 0 is the no-effect control and ±100 the full control effect; mostly tested at two doses, the higher about 12 µM
Target sequence (P35462 whole entry, looked up): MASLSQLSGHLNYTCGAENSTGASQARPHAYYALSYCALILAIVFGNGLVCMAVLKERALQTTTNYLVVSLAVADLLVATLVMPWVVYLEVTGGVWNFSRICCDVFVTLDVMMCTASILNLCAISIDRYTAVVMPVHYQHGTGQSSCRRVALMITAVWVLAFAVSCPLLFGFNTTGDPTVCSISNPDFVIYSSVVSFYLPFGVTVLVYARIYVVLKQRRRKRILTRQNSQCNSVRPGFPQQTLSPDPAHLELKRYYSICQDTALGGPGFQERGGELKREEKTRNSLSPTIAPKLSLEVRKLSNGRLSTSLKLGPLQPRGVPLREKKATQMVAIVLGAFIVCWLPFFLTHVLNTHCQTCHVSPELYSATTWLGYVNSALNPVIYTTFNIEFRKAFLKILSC
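Cells expressing the human receptor were seeded at 1500 cells/well, incubated overnight at 37 degrees C in 5% CO2, then exposed to library compounds with dopamine controls for 90 minutes at 37 degrees C before luminescent detection.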
aSyn yeast inh: rescues yeast growth from alpha-synuclein toxicity; Yeast expressing alpha-synuclein, growth rescue, BacTiter-Glo, 24 h; Potency, µM (titrated, usually from 46.1 µM), inactives show top-dose growth rescue (activation), most hits filed as activators; 370,000 tested, 0.14% active; AID 652106; further: potency means the concentration at half of the fitted maximal effect; % of control where 0% means no effect; nearly all actives have a fitted effect of over 65% in size
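Screening used galactose-induced yeast with toxic alpha-synuclein levels, exposed to compound for 24 hr at 30 deg C. Cell growth, read with BacTiter-Glo luminescence, gave the measured signal.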
Abeta yeast res: restores growth of yeast expressing A-beta42 peptide | yeast expressing A-beta42, growth rescue, OD600, 48 h; response scale: 0% DMSO, 100% iron-clioquinol control | Potency, µM (doses to about 46.1 µM), for the others: top-dose growth rescue, actives largely listed as activators | 410,000 tested, 0.063% active | AID 1347071; further: potency means the concentration at half of the fitted maximal effect; nearly all actives have a fitted effect of over 55% in size
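Yeast growth medium received pinned compounds, then yeast cells expressing toxic A-beta were added; plates incubated at 30 C for 48 hr. Growth read as absorbance at 600 nm, normalized to DMSO and equimolar FeCl3 plus clioquinol controls.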
The depositor's hits bear a star; i = inactive; ? = inconclusive; . = no result given; [ ] = another dose, or the depositor's remark. Unless noted, the call rests on the fitted dose curve; in most records, active means well fitted curve in the direction sought with a large enough effect; inconclusive means small, poorly fitted or top-dose-only effect, or another doubt; inactive means no such curve, though single readings can be large; an effect the other way counts as inactive or inconclusive. These rows are one share of the data (hit frequency here may not be typical).

SMILES	PTHR1 agonist	FUS yeast rescue	TDP-43 yeast inh	pAkt inh	GLP1R inv ag	GLP1R ag	D3 antag	aSyn yeast inh	Abeta yeast res
Cc1ccc(C)c(NC(=O)N2CCc3cc(S(=O)(=O)N4CCC(C)CC4)ccc32)c1	i	5%	3%	.	-5%	.	.	.	-5%
COc1ccccc1N1C(=O)CC(N2CCc3ccccc32)C1=O (stereo unspecified)	-19%[57.5 µM]	?	10%	i	-7%	-17%	-13	3%	-5%
COc1cccc(CNC(=O)Cc2csc3ccccc23)c1OC	i	41%	-2%	.	-17%	.	.	.	1%
O=C(O)c1cc(-c2ccccc2Cl)n(-c2cccc(Cl)c2)n1	0%	13%	-14%	i	11%	-4%	-13	18%	1%
Nc1ncnc2c1ncn2C1CCC(CO)C(O)C1 (stereo unspecified)	i	1%	-23%	i	29%	2%	-5	-17%	-9%
Cc1ccc(C(=O)c2c(NC(=O)c3ccccc3C)sc(C)c2C)cc1	24%	?	0%	i	-1%	2%	?	0%	17%
O=C(NNc1cccc(Cl)n1)c1c(Cl)cccc1Cl	2%	11%	-9%	.	0%	-1%	-7	.	-3%
CCOC(=O)C1CCN(C(=O)COC(=O)CNS(=O)(=O)c2ccc(SC)c([N+](=O)[O-])c2)CC1	-43%	7%	6%	i	10%	5%	-14	6%	1%
Cc1nnc2n(c1=O)C(CS(=O)(=O)c1ccc3ccccc3c1)CS2 (stereo unspecified)	i	-3%	7%	i	14%	0%	14	2%	-4%
O=C(N/N=C/c1ccccn1)c1ccc([N+](=O)[O-])cc1	i	-8%	-12%	i	4%	-2%	-17	2%	-18%
COC(=O)c1ccc(CSc2ncnc3c2oc2ccccc23)o1	i	-7%	-11%	?	0%	-10%	?	8%	0%
CC(C)OP(=O)(OC(C)C)C(C)NC(=O)Cc1ccccc1 (stereo unspecified)	i	19%	-9%[0.397 µM]	i	42%[activator]	-2%	16	1%	8%
Cc1nc2ccc(C(=O)NCCc3c[nH]c4ccccc34)cn2c1N(C)C(=O)CCc1ccccc1	-19%	14%	-1%	i	0%	-1%	18	0%	21%
O=C(c1ccc(Cl)cc1)N1CCC(O)(CSc2ccc(Cl)cc2)CC1	-23%	33%	35µM*	i	?	2%	?	?	-90%[inhibitor]
c1ccc(Cn2c(-c3cncs3)nc3ccccc32)cc1	-29%[57.5 µM]	15%	7.9µM*	i	0%	?	-4	-11%	-12%
Cc1ccc(OCc2nnc(-c3ccccc3)o2)cc1	i	?	8%	.	5%	.	.	.	-14%
Cc1ccc(C(=O)COC(=O)c2ccc(-c3cnc4ccccc4n3)cc2)cc1C	-21%	11%	0%	i	11%	-7%	8	2%	15%
COC(=O)c1ccc(COc2cc([N+](=O)[O-])cc3cccnc23)o1	-30%	1%	13%	i	43%[activator]	2%	11	3%	-9%
COc1cccc(-c2ccc(C3=CC(=O)CC(C)(C)C3=O)cc2)c1OC	-4%	21%	?	i	?	15%	38	-11%	-5%
N#CCCN(C(=O)COC(=O)CCN=C1NS(=O)(=O)c2ccccc21)c1ccc(F)cc1	i	-13%	-19%	i	13%	-5%	-2	-6%	3%
O=C(c1ccc(S(=O)(=O)N2CCCC2)cc1)N1CCN(c2cccc(Cl)c2)CC1	-23%	.	?	i	?	-11%	-5	20%	-24%
Cc1cc(=O)[nH]c(Sc2c(-c3ccccc3)c3ccccc3[nH]c2=O)n1	-8%[57.5 µM]	7%	-5%	i	-5%	4%	-5	-5%	-1%
COC(=O)c1c(NC(=O)COC(=O)c2ccc(Cl)cc2[N+](=O)[O-])sc2c1CCCCC2	-24%	.	2%	i	4%	1%	-4	-1%	-13%
CC(C)NC(=O)c1csc([C@@H]2O[C@H](CO)[C@H](O)[C@H](O)[C@H]2O)n1	-5%	-18%	20%	i	12%	-1%	-6	4%	-8%
COc1ccccc1N(CC(=O)Nc1ccccc1C(=O)NC(C)C)S(C)(=O)=O	i	-9%	-6%	i	10%	-9%	16	-1%	4%
CC(=O)c1ccc(NC(=O)COc2ccccc2-c2nc(-c3ccccc3)no2)cc1	-17%	16%	24%	.	25%	.	.	.	-8%
O=C(O)c1ccc(-n2ccnc2)c([N+](=O)[O-])c1	i	.	12%	i	13%	-2%	7	1%	0%
O=C(CC(NCc1cccnc1)C(=O)O)Nc1ccc(O)cc1 (stereo unspecified)	i	-17%	1%	.	-3%	.	.	.	-14%
CCOc1cc(/C=N/NC(=O)C(=O)Nc2cc(Cl)ccc2C)ccc1O	i	6%	-4%[0.397 µM]	i	16%	6%	2	-3%	-8%
COC(=O)c1ccc(N2NC(=O)/C(=C/c3ccc(OC)c(OC)c3)C2=O)cc1	-12%	-2%	-10%	i	-7%	13%	-4	-4%	-18%
CC(C)c1nnc(NC(=O)CCC(=O)Nc2ccc(F)cc2)s1	i	-11%	7%	i	-8%	-2%	-11	-2%	-6%
Cn1nnnc1SCC(=O)Nc1sccc1C(N)=O	-15%	-4%	14%	i	13%	-1%	-19	0%	20%
Cn1cnnc1SCC(=O)N1CCC(Cc2ccccc2)CC1	-13%[57.5 µM]	-3%	-7%	i	-15%	2%	-9	-1%	15%
Cc1nn(Cc2ccc(C(=O)N3CCN(C(=O)c4ccco4)CC3)o2)c(C)c1[N+](=O)[O-]	-9%	.	10%	i	10%	9%	7	-4%	4%
NC(=O)c1ccsc1NC(=O)CCS(=O)(=O)c1ccc(F)cc1	-4%	17%	-2%	i	7%	-8%	4	-4%	-2%
CC(C)(C)Nc1nc(C(N)=O)nc(N2CCOCC2)n1	?	13%	-2%	i	0%	-14%	0	-7%	8%
CC(=O)Nc1cccc(OCC(O)Cn2cnc3ccccc32)c1 (stereo unspecified)	i	22%	-3%	i	5%	-6%	-4	-9%	-7%
Cc1cc2c(cc1C)C(c1ccccc1OC(C)C)CC(=O)N2 (stereo unspecified)	-3%	8%	25%	i	10µM*	3%	24	2%	15%
C/C(=N/OC(=O)c1c(-c2c(F)cccc2Cl)noc1C)c1cnccn1	i	-12%	3%	i	3%	5%	7	3%	8%
CN(C)S(=O)(=O)c1cc(NC(=O)CN2CCN(c3ccc(O)cc3)CC2)ccc1Cl	i	2%	9%	i	-6%[0.307 µM]	-4%	14	-1%	21%

Eight entries already listed, ordered by SMILES length, smallest number first:
SMILES	PTHR1 agonist	FUS yeast rescue	TDP-43 yeast inh	pAkt inh	GLP1R inv ag	GLP1R ag	D3 antag	aSyn yeast inh	Abeta yeast res
Cn1nnnc1SCC(=O)Nc1sccc1C(N)=O	-15%	-4%	14%	i	13%	-1%	-19	0%	20%
CC(C)(C)Nc1nc(C(N)=O)nc(N2CCOCC2)n1	?	13%	-2%	i	0%	-14%	0	-7%	8%
Cc1cc2c(cc1C)C(c1ccccc1OC(C)C)CC(=O)N2 (stereo unspecified)	-3%	8%	25%	i	10µM*	3%	24	2%	15%
CC(C)c1nnc(NC(=O)CCC(=O)Nc2ccc(F)cc2)s1	i	-11%	7%	i	-8%	-2%	-11	-2%	-6%
NC(=O)c1ccsc1NC(=O)CCS(=O)(=O)c1ccc(F)cc1	-4%	17%	-2%	i	7%	-8%	4	-4%	-2%
C/C(=N/OC(=O)c1c(-c2c(F)cccc2Cl)noc1C)c1cnccn1	i	-12%	3%	i	3%	5%	7	3%	8%
COC(=O)c1ccc(N2NC(=O)/C(=C/c3ccc(OC)c(OC)c3)C2=O)cc1	-12%	-2%	-10%	i	-7%	13%	-4	-4%	-18%
Cc1nn(Cc2ccc(C(=O)N3CCN(C(=O)c4ccco4)CC3)o2)c(C)c1[N+](=O)[O-]	-9%	.	10%	i	10%	9%	7	-4%	4%

Continuation:
SMILES	PTHR1 agonist	FUS yeast rescue	TDP-43 yeast inh	pAkt inh	GLP1R inv ag	GLP1R ag	D3 antag	aSyn yeast inh	Abeta yeast res
Cc1ccc(Cl)cc1N(C)C(=O)c1sc2nc3n(c(=O)c2c1C)CCCC3	-79%[inhibitor]	20%	20µM*	.	4%	.	.	.	-14%
COc1cccc(-c2ccc(SCc3ccccn3)nn2)c1	i	0%	?	i	12%[0.307 µM]	20%	-10	-10%	2%
CC(=O)c1ccc(Oc2ncnc3sccc23)c(CN2CCOCC2)c1	0%[57.5 µM]	17%	-19%	i	4%	-2%	0	11%	-1%
Clc1nc(NC2CCCCC2)c2cn[nH]c2n1	i	8%	-10%	i	107%[activator]	27%	2	-4%	5%
CCN(CC)C(=O)Cn1c(=O)n(Cc2ccc(C(=O)NCCc3ccc(OC)c(OC)c3)cc2)c(=O)c2ccccc21	i	9%	0%	.	0%	1%	.	.	-7%
CSc1ccccc1C(=O)C1CCCN(C(=O)c2ccc(N3CCOCC3)cc2)C1 (stereo unspecified)	-15%	18%	2%[0.397 µM]	i	70%[activator]	29%	2	5%	11%
S=C(NCc1ccc2c(c1)OCO2)Nc1ccc2nsnc2c1	i	21%	-12%[9.22 µM]	i	3%[7.66 µM]	17%	-11	-9%	10%
CN(CC(=O)Nc1ccc(Cl)c(C(F)(F)F)c1)C(=O)c1cccc(N2C(=O)CCC2=O)c1	-43%[inhibitor]	24%	-1%	i	?	7%	9	2%[1.84 µM]	5%
Cc1c(C(=O)N2CCC2)oc2ccc(Cl)cc12	i	-4%	0%	i	-6%	12%	11	-5%	-21%
COc1ccc(S(=O)(=O)N2CCCCC2)cc1NC(=O)CCC(=O)N1CCC(c2ccccc2)=N1	-3%	-16%	8%	i	-21%	9%	-1	-1%[1.84 µM]	-7%
